uPA generation: cell surface uPA generation inhibition; cell surface uPA generation assay, qHTS; Potency, µM (top dose mostly 38.3 µM), without a hit: at the top dose activity change, negative = inhibition, most hits filed as inhibitors; 330,000 compounds, 0.31% hits; active = well fitted inhibition curve with a large enough effect; inconclusive = small, poorly fitted or top-dose-only effect; inactive = no such curve, though single readings can be large or run the other way; tested in mouse RAW 264.7 cells; also: potency is read from the fitted curve at half-maximal effect; % is scaled to controls: 0 for no effect and ±100 for the full control effect; nearly all actives have a fitted effect of over 55% in size
USP2a inh: inhibitors of human ubiquitin-specific protease USP2a; USP2 core, Ub-CHOP2 coupled fluorogenic reporter, 485/531; Potency, µM (top dose mostly 38.3 µM), without a hit: at the top dose activity change, negative = inhibition, most hits filed as inhibitors; O75604; 330,000 compounds, 0.01% hits;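 also: potency is read from the fitted curve at half-maximal effect; plate controls were DMSO wells for no effect and full inhibition by NEM control for full effect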
Target sequence (O75604 whole entry, looked up): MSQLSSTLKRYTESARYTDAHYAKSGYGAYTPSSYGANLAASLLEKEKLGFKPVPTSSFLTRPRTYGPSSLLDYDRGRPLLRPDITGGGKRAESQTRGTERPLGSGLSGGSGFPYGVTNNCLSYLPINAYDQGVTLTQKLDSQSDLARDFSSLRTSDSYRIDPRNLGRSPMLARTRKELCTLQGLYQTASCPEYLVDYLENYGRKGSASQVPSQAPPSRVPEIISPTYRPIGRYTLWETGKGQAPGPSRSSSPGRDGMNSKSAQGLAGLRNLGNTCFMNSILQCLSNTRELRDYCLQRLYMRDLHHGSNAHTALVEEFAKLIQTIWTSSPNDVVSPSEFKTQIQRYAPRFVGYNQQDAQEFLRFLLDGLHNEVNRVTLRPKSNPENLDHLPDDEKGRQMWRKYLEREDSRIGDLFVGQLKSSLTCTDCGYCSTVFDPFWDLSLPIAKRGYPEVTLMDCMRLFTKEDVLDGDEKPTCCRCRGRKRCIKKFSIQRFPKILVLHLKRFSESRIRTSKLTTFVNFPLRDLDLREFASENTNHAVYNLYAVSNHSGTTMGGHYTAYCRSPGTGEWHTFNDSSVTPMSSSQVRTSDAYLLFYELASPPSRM
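Cell-free coupled assay: 10nM USP2 core preincubated 30min RT with compound in Tris-HCl pH 8.0/CaCl2/CHAPS buffer, then 25nM Ub-CHOP2 and 25nM reporter substrate; fluorescence (Ex 485/Em 531) read after 60min RT, normalized to NEM inhibition, concentration-response curves fitted.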
S-ASM inh: inhibitors of human secretory acid sphingomyelinase; P17405; placental ASM, HMU-PC fluorogenic substrate, 60 min; Potency, µM (series often up to 57.5 µM), without a hit: at the highest dose activity change, negative = inhibition, actives largely listed as inhibitors; 340,000 compounds, 0.006% hits; AID 504937; also: potency is read from the fitted curve at half-maximal effect
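Fluorescence read-out (Ex 386 nm, Em 447 nm) after stopping the reaction at pH 10. Enzyme: ASM from human placenta; substrate HMU-PC0, 9 uM final; 60 min, 37 °C. Compound preincubation 10 min, ambient temperature.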
Integrin act MD: activates integrin-mediated alleviation for muscular dystrophy. 350,000 compounds, 0.064% hits. Potency, µM (series often up to 38.3 µM), for the others: at the highest dose activation, hits mostly activators. alpha7betagal myoblasts, beta-gal FDG fluorescence, 48 h;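 also: potency is read from the fitted curve at half-maximal effect; 100% = response of the positive control SU9516; nearly all actives have a fitted effect of over 60% in size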
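alpha7betagal+/- myoblasts (passage 13, 250/well) treated 48 h at 37C with compounds at 1:260 dilution of DMSO stock. Lysed, then beta-galactosidase activity read as FDG fluorescence (ex 480/em 540) after 30 min, with pre-read for autofluorescence.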
p53 reactivator: re-activators of mutant p53; Potency, µM (titrated, usually from 92.2 µM), without a hit: at the top dose activity change, positive = activation, actives largely listed as activators; 320,000 compounds, 0.063% hits; H1299 p53-A138V BP100-luciferase reporter, luminescence, 24 h; also: potency is read from the fitted curve at half-maximal effect; % of control where 0% means no effect; nearly all actives have a fitted effect of over 45% in size
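H1299 (p53-null), stable ts p53-A138V + BP100-Luc; 1000 cells/well, Opti-MEM/10% FBS; cpd 4 pt, 1:5; 24 h, 37 deg C, 5% CO2; detection reagent 10 min RT; luminescence.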
Eya2 inh: blocks the phosphatase activity of human Eya2 | recombinant Eya2, OMFP fluorescence dephosphorylation (OMFP is methylfluorescein phosphate) | Potency, µM (highest dose often 76.9 µM), without a hit: at the top dose activity, negative = inhibition, actives largely listed as inhibitors | 330,000 compounds, 0.006% hits; also: potency is read from the fitted curve at half-maximal effect; % is scaled to controls: 0 for no effect and ±100 for the full control effect
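Eya2 (0.2 uM) preincubated 10 min at ambient with compound, then OMFP substrate added at 50 uM; 10 min reaction in 50 mM HEPES pH 7.5, 50 mM NaCl, 5 uM MgCl2, 0.05% BSA, 1 mM DTT. Fluorescence read at Ex 485/Em 525 nm.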
BRCA1 expr act: activators of BRCA1 expression; AID 624202; MCF7-BRCA1-FFLuc reporter, luminescence, 48 h; response scale: scaled: vehicle 0%, 10 µM genistein 100%; Potency, µM (top dose mostly 46.1 µM), inactives show top-dose activation, most hits filed as activators; 380,000 compounds, 1.1% hits; also: potency is read from the fitted curve at half-maximal effect; nearly all actives have a fitted effect of over 80% in size; some results filed as inactive show a strong effect at the top dose
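Activators of BRCA1 expression were detected as increased firefly luciferase luminescence in engineered MCF7 cells after 48 h compound incubation. Signals were scaled to genistein 10 microM as full activation.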
ELG1 genotoxic: inducers of genotoxicity in HEK293T ELG1-luciferase cells. HEK293T ELG1-luciferase reporter, luminescence, 16 h. Potency, µM (highest dose often 46 µM), for the others: top-dose activity change, positive = activation, actives largely listed as activators. 330,000 compounds, 1.3% hits. AID 504466; also: potency is read from the fitted curve at half-maximal effect; % of control where 0% means no effect; nearly all actives have a fitted effect of over 60% in size
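Genotoxicity was scored as increased ELG1-luciferase reporter signal, measured by ONE-Glo luminescence (30 min, room temperature). Compound or vehicle exposure of the HEK293T reporter cells lasted 16 hr at 37°C.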
TRPV1 ag: agonists of human vanilloid receptor 1 (TRPV1); Q8NER1; TRPV1-expressing cells, Fluo-8 calcium influx, agonist mode; activation, % at 8.33 µM; 320,000 compounds, 0.19% hits; in the data active = activation above about 80%; inconclusive = between about 30% and that limit; also: 0% is about no effect
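TRPV1-expressing cells were cultured overnight at 35.5C and loaded with Fluo-8 calcium dye for 40 to 90 min at room temperature. After a 10 s baseline, compound was added and calcium influx was read kinetically for 3 min (ex 480/em 520 nm).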
B2AR arrestin: beta2AR (human) beta-arrestin recruitment activity; P07550; beta-arrestin recruitment to beta2AR, cell-based reporter; Potency, µM (top dose mostly 46.1 µM), inactives show top-dose activation, usual class: activators; 330,000 compounds, 0.02% hits; AID 492947;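 also: potency is read from the fitted curve at half-maximal effect; 0% = DMSO controls and full agonism = EC100 isoproterenol or metaproterenol; nearly all actives have a fitted effect of over 65% in size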
TSG101-PTAP inh: blocks PTAP/TSG101 interaction to inhibit HIV-1 budding; Q99816; Fluorescence polarization, FITC-PTAP peptide / Tsg101 binding; Potency, µM (series often up to 115 µM), without a hit: at the highest dose activity change, negative = inhibition, hits mostly inhibitors; 340,000 tested, under 10 active; active = well fitted inhibition curve with a large enough effect in the main read-out, with a control signal flat, not every such curve was filed as active; inconclusive = small, poorly fitted or top-dose-only effect, or effect the other way, or a change in a side signal; inactive = no such curve, though single readings can be large or run the other way; also: potency is read from the fitted curve at half-maximal effect; % of control where 0% means no effect
Target sequence (Q99816 whole entry, looked up): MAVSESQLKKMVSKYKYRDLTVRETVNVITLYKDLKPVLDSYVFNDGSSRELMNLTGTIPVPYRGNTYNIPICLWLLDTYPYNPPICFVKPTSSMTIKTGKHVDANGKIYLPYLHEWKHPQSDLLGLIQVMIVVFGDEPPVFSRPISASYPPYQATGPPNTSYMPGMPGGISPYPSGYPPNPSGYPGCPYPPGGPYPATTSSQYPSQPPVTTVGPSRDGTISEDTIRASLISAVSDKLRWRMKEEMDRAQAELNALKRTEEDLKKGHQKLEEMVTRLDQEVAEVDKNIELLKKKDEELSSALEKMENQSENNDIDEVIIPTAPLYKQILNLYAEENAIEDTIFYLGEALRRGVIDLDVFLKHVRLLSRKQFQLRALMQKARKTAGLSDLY
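FP read-out: FITC-PTAP peptide, 50 nM final, binding Tsg101 binding domain, 10 uM final; 20 min, r.t.; 10 mM HEPES pH 7.5, 0.15 M NaCl, 0.01% Tween 20, 3 mM EDTA, 0.1 mM TCEP.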
* = called active by the depositor; i = inactive; ? = inconclusive; · = not tested or not shown; [ ] = another dose, or the depositor's remark. Unless noted, calls follow the shape of the dose curve; as a rule, active = well fitted curve in the direction sought with a large enough effect; inconclusive = small, poorly fitted or top-dose-only effect, or another doubt; inactive = no such curve, though single readings can be large; an effect the other way counts as inactive or inconclusive.

SMILES | uPA generation | USP2a inh | S-ASM inh | Integrin act MD | p53 reactivator | Eya2 inh | BRCA1 expr act | ELG1 genotoxic | TRPV1 ag | B2AR arrestin | TSG101-PTAP inh
COc1cc(/C=C2/C(=O)N(c3ccccc3)N=C2C)ccc1OS(=O)(=O)c1ccccc1 | · | -8% | · | · | 9% | 0% | · | 3% | -2 | -0.6% | ·
COCC(C)OC(=O)c1c(N)n(CC(C)C)c2nc3ccccc3nc12 (centres undefined) | 10% | 0% | i | -14% | -3% | -15% | -38% | -1% | -2 | 0.2% | -9%
O=C(NNC(=S)NCc1ccco1)c1ccc(Cl)s1 | -8% | -2% | 0% | -6% | 3% | 24% | -10% | -7% | -2 | -0.5% | -6%
CCN(CC)CCN1C(=O)C(=O)/C(=C(/O)c2cnn(-c3ccccc3)c2C)C1c1cccnc1 (centres undefined) | 1% | 3% | 1% | 10% | -1% | 4% | -11% | -1% | 2 | 0.0% | -1%
CC(Oc1ccccc1)C(=O)Nc1ccc(F)c(S(=O)(=O)N2CCOCC2)c1 (centres undefined) | -2% | 0% | -2% | 1% | -7% | -16% | -13% | 3% | ? | 0.0% | -2%
Cc1ccc(S(=O)(=O)NCCCN(C)C)cc1 | 8% | 2% | -1% | 20% | 19% | 16% | -7% | 1% | 1 | 0.2% | 0%
Cc1ccnc(NC(=O)CNC(=O)Cc2cccc3ccccc23)c1 | 2% | -1% | 2% | -14% | 28% | 7% | -18% | 15µM* | 1 | -0.3% | -9%
Cc1cccc(S(=O)(=O)C(C#N)c2nc3ccccc3nc2N2CCCC2)c1 (centres undefined) | 1% | 3% | 337%[activator] | -1% | -6% | 4% | -10% | -11% | 13 | 0.0% | -5%
CC(NC(=O)c1cc([N+](=O)[O-])cc([N+](=O)[O-])c1)C1CC2CCC1C2 (centres undefined) | -1% | 0% | -3% | 0% | 16% | 7% | -36% | -4% | -2 | -0.2% | -3%
C[N+](C)(CC#Cc1ccccc1)CC(=O)c1ccccc1 | -8% | 2% | 0% | -33% | -3% | -4% | -19% | 0% | -5 | -1.2% | 0%
O=C(CN1CCN(c2ccccc2)CC1)N/N=C/c1cccc(F)c1 | 5% | 3% | -1% | 2% | -4% | 5% | -1% | -1% | -1 | -0.1% | -4%
Cc1cccc(C)c1NC(=S)/N=C/N(C)C | -2% | 2% | 2% | 0% | 7% | 9% | -1% | 0% | 3 | -0.2% | -1%
CC(C)NC(=O)CSc1nnc(CNC(=O)OC(C)(C)C)n1C | 0% | 0% | 4% | 2% | -3% | 18% | -10% | 0% | -4 | -0.3% | -3%
Cc1c(C)c2c(OCC(=O)Nc3cccnc3)cc3c(c2oc1=O)CCC(C)(C)O3 | -2% | 2% | 1% | 11% | · | 5% | 13% | 4% | 24 | -1.2% | 3%
COC(=O)C1(CC2CC(c3ccc(Cl)cc3)=NO2)CCN(C(=O)OC(C)(C)C)CC1 (centres undefined) | -5% | 0% | -9% | 3% | 5% | 4% | 0% | -5% | ? | 0.3% | 0%
CCc1nnc(NC(=O)CCC(=O)Nc2ccc(OC)cc2OC)s1 | 0% | 1% | 1% | 22% | -1% | -4% | -5% | 3% | -2 | 0.5% | -7%
CCOc1ccc(S(=O)(=O)N2CCC(C(=O)Nc3ccc(C)c(S(=O)(=O)N4CCOCC4)c3)CC2)cc1 | ? | · | -14% | -42%[inhibitor] | · | · | -27% | · | · | · | -1%
Cn1c(CCCOc2ccc(Cl)cc2Cl)nnc1SCC(=O)Nc1ccc(F)c(Cl)c1 | 2% | 3% | -2% | -26% | 1% | 5% | -17% | 0% | -1 | -0.7% | -3%
CC12CC3CC(C)(C1)CC(NCc1ccncc1)(C3)C2 | 1% | 1% | -4% | -8% | 6% | 6% | -16% | 2% | 1 | 0.1% | -1%
COc1ccc(-c2ccnc3ncnn23)cc1 | -19% | 1% | 42% | -41%[inhibitor] | -1% | -8% | -17% | ? | -4 | -0.3% | 0%

The listing continues.
The line under a structure holds: uPA generation, USP2a inh, S-ASM inh, Integrin act MD, p53 reactivator, Eya2 inh, BRCA1 expr act, ELG1 genotoxic, TRPV1 ag, B2AR arrestin, TSG101-PTAP inh
O=C(c1ccc(OC2CCN(CCc3ccccc3)CC2)cc1)N1CCCC(CO)C1 (centres undefined)
  -9%, -2%, 4%, -8%, -2%, 5%, -10%, -5%, 0, -0.3%, -4%
COc1cc(C2CC(=O)C=C(O)C2)cc(OC)c1OC (centres undefined)
  2%, 2%, 8%, 16%, -9%, -16%, 0%, 3%, -3, -0.4%, -6%
Cc1cccc(CCN(CC(=O)NCc2ccc(F)cc2)C(=O)c2csnn2)c1
  -9%, 0%, -1%, 2%, -10%, -4%, -18%, -9%, 17, 0.1%, -1%
O=C(CN1CCOCC1)NN=C1CCCCCCCCCCC1
  -2%, -3%, -2%, ?, 14%, 2%, 3%, 1%, 3, -1.0%, -3%
CN(CC(=O)NNC(=O)CNC(=O)c1cccs1)S(=O)(=O)c1ccc(Cl)cc1
  3%, 0%, 7%, 5%, -4%, -15%, 0%, -9%, -1, -0.7%, 0%
CCOC(=O)C1C(=O)NC(c2ccccc2)=NC1c1ccc(O)c(OC)c1 (centres undefined)
  1%, 2%, 4%, 2%, 2%, -20%, -3%, 2%, -2, -0.4%, 1%
O=C(c1cc(-c2cccnc2)nc2ccc(Cl)cc12)N1CCN(S(=O)(=O)c2cccs2)CC1
  1%, 2%, 5%, 0%, 5%, 3%, -32%, -9%, 8, -0.1%, -11%
CCC(C(=O)NC1CCCC1)N(C(=O)c1snc(C(N)=O)c1N)c1ccc(C)cc1C (centres undefined)
  ·, 2%, i, ·, -9%, -5%, -33%, 9%, 1, 0.5%, 1%
Cc1cc(N(CN2CCCC2=O)C(=O)c2ccc(OC(C)C)cc2)no1
  4%, 0%, 7%, ?, -1%, 8%, 25%, 3%, -3, -0.1%, -13%
O=C(OCCN(CCOC(=O)c1ccncc1)S(=O)(=O)c1cccs1)c1ccncc1
  -1%, -6%, 0%, -16%, 0%, -3%, 1%, -4%, -1, -0.1%, -7%
Cc1ccccc1C(=O)NC(C)C(c1cccs1)N1CCOCC1 (centres undefined)
  -8%, 1%, 4%, -7%, 6%, 17%, 0%, -12%, 1, 0.1%, 0%
Cc1ccc(N(C(=O)C(F)(F)F)C(C(=O)NC2CCCCC2)c2ccncc2)cc1C (centres undefined)
  6%, 3%, 0%, -16%, -2%, -2%, 4%, 0%, 6, 0.3%, 1%

A different layout for part of the listing above.
O=C(c1cc(-c2cccnc2)nc2ccc(Cl)cc12)N1CCN(S(=O)(=O)c2cccs2)CC1
  uPA generation: 1%	USP2a inh: 2%	S-ASM inh: 5%	Integrin act MD: 0%	p53 reactivator: 5%	Eya2 inh: 3%	BRCA1 expr act: -32%	ELG1 genotoxic: -9%	TRPV1 ag: 8	B2AR arrestin: -0.1%	TSG101-PTAP inh: -11%
CCC(C(=O)NC1CCCC1)N(C(=O)c1snc(C(N)=O)c1N)c1ccc(C)cc1C (centres undefined)
  uPA generation: ·	USP2a inh: 2%	S-ASM inh: i	Integrin act MD: ·	p53 reactivator: -9%	Eya2 inh: -5%	BRCA1 expr act: -33%	ELG1 genotoxic: 9%	TRPV1 ag: 1	B2AR arrestin: 0.5%	TSG101-PTAP inh: 1%
Cc1cc(N(CN2CCCC2=O)C(=O)c2ccc(OC(C)C)cc2)no1
  uPA generation: 4%	USP2a inh: 0%	S-ASM inh: 7%	Integrin act MD: ?	p53 reactivator: -1%	Eya2 inh: 8%	BRCA1 expr act: 25%	ELG1 genotoxic: 3%	TRPV1 ag: -3	B2AR arrestin: -0.1%	TSG101-PTAP inh: -13%

High-throughput results from PubChem.
